Screening results: PubChem BioAssay, several laboratories
Tb hexokinase: T. brucei hexokinase 1 inhibition | actives 0.11% (n = 220,000) | inhibition, % at 10 µM | recombinant TbHK1, G6PDH-coupled NADH A340;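 active = inhibition of 50% or more in the single-dose primary screen; inactive = inhibition below 50%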
Runt-CBFb FRET: inhibitors of human RUNX1 Runt domain binding to CBFb; inhibition, % at 20 µM; Cerulean-Runt/Venus-CBFb FRET ratio 530/480, 1 h; actives 0.46% (n = 220,000); Q01196+Q13951;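 active = inhibition over about 50% at 20 µM in the single-dose screen, limit read from the data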;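 note: 0% = DMSO wells and 100% = excess unlabeled CBFb competitor control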
Target sequence (Q01196 whole entry, looked up, the tested form may be a part): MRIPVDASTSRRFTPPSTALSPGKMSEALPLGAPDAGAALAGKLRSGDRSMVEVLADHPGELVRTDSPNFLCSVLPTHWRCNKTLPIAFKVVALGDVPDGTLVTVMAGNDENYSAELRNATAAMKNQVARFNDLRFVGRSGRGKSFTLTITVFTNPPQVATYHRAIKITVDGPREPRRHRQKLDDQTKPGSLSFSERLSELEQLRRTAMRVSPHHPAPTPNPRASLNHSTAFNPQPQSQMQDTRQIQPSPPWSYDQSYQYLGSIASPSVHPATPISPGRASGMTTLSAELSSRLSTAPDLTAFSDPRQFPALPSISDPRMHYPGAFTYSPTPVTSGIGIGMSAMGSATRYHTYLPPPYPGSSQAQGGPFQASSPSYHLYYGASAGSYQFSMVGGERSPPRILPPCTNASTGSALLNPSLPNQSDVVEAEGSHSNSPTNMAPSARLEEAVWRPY
Target sequence (Q13951 whole entry, looked up, the tested form may be a part): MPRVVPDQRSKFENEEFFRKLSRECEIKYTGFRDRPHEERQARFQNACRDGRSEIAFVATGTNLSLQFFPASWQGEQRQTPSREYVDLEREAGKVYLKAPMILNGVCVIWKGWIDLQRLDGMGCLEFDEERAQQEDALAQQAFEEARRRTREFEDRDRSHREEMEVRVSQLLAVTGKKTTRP
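test system = Cerulean-Runt domain fusion protein, energy donor | probe or stimulus = Venus-CBFb binding partner, 100 nM | incubation = two 1 h room-temperature incubations shielded from light | detection = fluorescence energy transfer, 422 nm excitation, 530/480 nm emission | measure = loss of energy transfer signal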
Runt-SMMHC FRET: inhibitors of human RUNX1 Runt domain binding to CBFb-SMMHC. Cerulean-Runt/Venus-CBFb-SMMHC FRET ratio 530/480, 1 h. Q01196+Q13951. inhibition, % at 20 µM. actives 0.74% (n = 220,000);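 active = mean inhibition across duplicate retests at 20 µM reaching about 50%, limit read from the data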;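 note: 0% = DMSO wells and 100% = wells with excess untagged CBFb-SMMHC; inhibitors lower the FRET ratio by blocking Runt binding to CBFb-SMMHC; some results filed as inactive read as strong as hits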
p97 inhibitor: blocks human p97 ATPase activity; AID 1481; inhibition, % at 8 µM; recombinant p97 ATPase, Kinase-Glo ATP luminescence, 3 h; P55072; actives 0.42% (n = 220,000); in the data active = inhibition above about 15%;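 note: 0% = DMSO vehicle and 100% = wells lacking enzyme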
EBV gp42 inh: blocks Epstein-Barr virus glycoprotein 42 binding | Q1HVG2 | actives 0.42% (n = 220,000) | AID 1085 | inhibition, % (tested at 21.74 µM) | Fluorescence polarization binding assay, mP read-out; in the data active = inhibition above about 50%
RBBP9 inhibitor: human RBBP9 hydrolase inhibition; recombinant RBBP9, FP-Rh probe fluorescence polarization; O75884; actives 0.2% (n = 220,000); inhibition, % at 7.94 µM; AID 1515;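 active = inhibition above the campaign mean of all tested compounds plus 3 SD, cut at about 14% in these data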;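 note: plate controls were DMSO wells with RBBP9 for no effect and wells lacking RBBP9 protein for full effect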
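Test system: recombinant human RBBP9; Timing: 30 min then 45 min, 25 °C; Detection: fluorescence polarization; Control set: RBBP9 with DMSO as uninhibited control, no-protein wells as full inhibition; Compound dosing: one concentration, 7.94 µM nominal, 0.794% DMSO; Probe or stimulus: FP-Rh activity-based probe, 375 nM before mixing.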
Furin inhibitor: human furin inhibition. purified furin, fluorogenic substrate cleavage. inhibition, % at 30 µM. actives 0.061% (n = 220,000). AID 463115; in the data active = inhibition above about 25%; note: inactives centre near -15
NCF1 inh: p47phox (human) inhibition. P14598. p47phox/p22phox peptide binding, fluorescence polarization, 2 h. inhibition, % at 24.7 µM. actives 0.53% (n = 220,000). AID 1274;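 active = inhibition above about 30%, limit read from the data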;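 note: 0% = p47phox with labelled peptide and 100% = labelled peptide alone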
Target sequence (P14598 whole entry, looked up): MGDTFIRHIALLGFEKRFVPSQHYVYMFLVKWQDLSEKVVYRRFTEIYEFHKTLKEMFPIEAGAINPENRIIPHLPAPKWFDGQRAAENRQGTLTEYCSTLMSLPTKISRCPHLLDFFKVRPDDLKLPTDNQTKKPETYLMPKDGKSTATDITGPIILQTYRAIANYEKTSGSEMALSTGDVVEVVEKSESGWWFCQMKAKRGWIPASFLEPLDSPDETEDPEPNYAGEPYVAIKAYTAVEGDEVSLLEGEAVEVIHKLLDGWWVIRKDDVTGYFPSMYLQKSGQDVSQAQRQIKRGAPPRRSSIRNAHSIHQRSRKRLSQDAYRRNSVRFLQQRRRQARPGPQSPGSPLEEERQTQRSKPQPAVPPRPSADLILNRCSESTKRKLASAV
m-calpain inh: calpain II (pig) inhibition; purified calpain II, fluorogenic peptide substrate, 30 min; inhibition, % at 16 µM; actives 0.37% (n = 220,000);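 active = inhibition above about 50%, limit read from the data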
An asterisk follows results filed as active; · = no result given; [ ] = dose if it differs, or a comment. Hits appear at their usual frequency, and some 2.7% of all compounds hit somewhere here.

Second line of a record – Tb hexokinase | Runt-CBFb FRET | Runt-SMMHC FRET | p97 inhibitor | EBV gp42 inh | RBBP9 inhibitor | Furin inhibitor | NCF1 inh | m-calpain inh
- Cc1noc(C)c1S(=O)(=O)N(C)CC(=O)Nc1ccc(F)cc1
→ -3 | 1 | -3 | 2 | -13 | 13 | -25[20 µM] | -9 | -8
- COc1cccc(N2CCN(C(=O)c3ccc(N4C(=O)NC5CC4(C)Oc4ccccc45)cc3)CC2)c1 (centres undefined)
→ -10 | 0 | 3 | 7 | -9 | 2 | -23 | 4 | 1
- CCCSc1nsc(NC(=O)CCC)n1
→ 14 | · | -7 | 0 | 8 | -11 | 6 | 2 | 13
- Cc1ccc(NC(=O)N(CCCN2CCOCC2)Cc2cccs2)cc1C
→ -2 | 3 | 2 | -5 | -17 | -7 | -32 | -2 | -11
- O=[N+]([O-])c1nn(-c2cccc(Cl)c2)n(O)c1=NCc1cccnc1
→ -7 | 0 | 3 | -3 | 6 | -8 | -1 | 1 | 22
- Cc1nc(SCC(=O)Nc2c(C)n(C)n(-c3ccccc3)c2=O)[nH]c(=O)c1C
→ 1 | · | · | 2 | · | 2 | -19[20 µM] | · | ·
- Cc1cccc(NC(=O)CNC(=O)COc2ccc(-c3ccc(C#N)cc3)cc2)c1C
→ -1 | 2 | 14 | -4 | -1 | -2 | -19 | 11 | 2
- O=c1c2ccccc2sn1-c1ccc(S(=O)(=O)N2CCCCC2)cc1
→ 3 | · | · | 3 | · | -6 | -17[20 µM] | · | ·
- CCCCOc1ccc(Cc2c(Cl)nc(SC)nc2N2CCOCC2)cc1
→ 9 | -1 | -1 | -3 | 1 | -1 | -9 | -10 | 22
- Cn1c(=O)c(C(=O)CSc2nnc(Nc3ccccc3)s2)c(N)n(Cc2ccccc2)c1=O
→ 6 | -3 | 3 | -3 | 9 | -2 | -5[20 µM] | -9 | -28

Further structures follow:
Second line of a record – Tb hexokinase | Runt-CBFb FRET | Runt-SMMHC FRET | p97 inhibitor | EBV gp42 inh | RBBP9 inhibitor | Furin inhibitor | NCF1 inh | m-calpain inh
- CN1CC(=O)N(CC(=O)Nc2ccc3c(c2)CCC3)C1=O
→ -3 | -2 | 1 | 2 | -8 | -10 | -10 | -11 | -12
- CCCCSc1nnc([C@@H]2CCCN2C(=O)OC(C)(C)C)o1
→ 0 | -1 | -5 | -2 | 0 | 3 | -12 | -11 | -21
- CCNC(=O)NC(=O)COc1ccccc1C#N
→ -5 | 2 | 0 | 3 | -17 | 2 | -26 | -52 | -18
- O=C(N/N=C/c1cn(-c2cccs2)nc1-c1ccccc1)c1ccccc1Cl
→ -7 | 2 | 3 | 4 | 4 | -32 | -13 | -26 | -37
- NNC(=S)NC1CCCCCCCCCCC1
→ 5 | -3 | 0 | 6 | -1 | -10 | -13 | -4 | -6
- CCOC(=O)C1(Cc2cccc(OC)c2)CCN(Cc2cccnc2)CC1
→ -5 | · | · | 2 | 1 | 1 | -31 | 10 | -28
- CCN(CC)c1ccc(/C=N/N2C(=O)c3ccccc3C2=O)cc1
→ 24 | -2 | -1 | -3 | 4 | -4 | -6 | -4 | 18
- BrC(=C\c1ccccc1)/C=N/n1cnnc1
→ -24 | 0 | -2 | 3 | -14 | -3 | -20 | -4 | -26
- COc1ccc([N+](=O)[O-])cc1N(CC(=O)NCCCOC(C)C)S(C)(=O)=O
→ -4 | -1 | -5 | 2 | 6 | 2 | -7 | -10 | -15
- Cc1csc(NC(=O)CCNC(=O)c2ccccc2Cl)n1
→ 0 | 0 | 0 | 3 | -13 | -4 | -14 | -9 | -2

Further results:
Second line of a record – Tb hexokinase | Runt-CBFb FRET | Runt-SMMHC FRET | p97 inhibitor | EBV gp42 inh | RBBP9 inhibitor | Furin inhibitor | NCF1 inh | m-calpain inh
- CN(C)c1ccc(/C=N/NC(=O)c2nonc2N)cc1[N+](=O)[O-]
→ -36 | -1 | -3 | 8 | -20 | -6 | -9 | -10 | -12
- CCN(Cc1cc(=O)n2ccsc2n1)Cc1nc2cc(OC)c(OC)cc2c(=O)[nH]1
→ 0 | 3 | -2 | 2 | -28 | -5 | -18 | 0 | 5
- CC1(C)CC(=O)c2cc(C(=O)N3CCN(CCO)CC3)c(=O)n(-c3ccc(Cl)cc3)c2C1
→ -10 | 0 | 2 | 4 | -12 | -6 | -4[20 µM] | -10 | -11
- CC(=O)c1sc2nc(SCC(=O)N3CCCCC3)[nH]c(=O)c2c1C
→ -28 | 0 | -3 | 1 | -21 | -4 | -3[20 µM] | -29 | -35
- CCN(CC)C(=O)CC(c1cc(OC)c(OC)c(OC)c1)c1c(OC)cc(OC)c2c(-c3ccccc3)cc(=O)oc12 (centres undefined)
→ -11 | -2 | -10 | · | 99* | · | -14 | -6 | -54
- Cc1ccc(NCc2n[nH]c(=S)n2-c2ccccc2)cc1
→ -9 | 5 | 7 | -1 | -5 | -7 | -17 | 9 | -11
- Cc1noc(C)c1S(=O)(=O)N(C)CC(=O)NCc1ccccc1
→ 1 | -1 | -4 | 5 | -15 | -1 | -11 | -8 | 4
- COc1ccc(-c2cccc(C3CC=CC4C3C(=O)N(Cc3ccccc3)C4c3ccc(C(F)(F)F)cc3)c2)cc1 (centres undefined)
→ -4 | 2 | -4 | · | -26 | · | -27 | -6 | 15
- Nc1nc(-c2sc3nc4c(cc3c2N)CCCC4)nc(N2CCOCC2)n1
→ -10 | 4 | -14 | 4 | -7 | -1 | -10 | 9 | -253
- COC(=O)c1cc(CN2CCN(c3ccccc3C)CC2)ccc1O
→ -10 | -2 | 2 | -6 | -14 | -1 | -17[20 µM] | -7 | -6

More records:
Second line of a record – Tb hexokinase | Runt-CBFb FRET | Runt-SMMHC FRET | p97 inhibitor | EBV gp42 inh | RBBP9 inhibitor | Furin inhibitor | NCF1 inh | m-calpain inh
- CCOC(=O)Nc1cccc(OCC(=O)Nc2ccccc2OC)c1
→ 5 | · | · | 3 | -18 | 1 | -13 | -5 | 1
- Cc1cc(-n2c(C)cc(C(=S)N3CCOCC3)c2C)ccc1Br
→ 25 | 8 | 4 | -2 | -18 | -5 | 9 | -1 | 17
- Cc1cccc(C(=O)NC(CC(=O)O)c2ccc(OC3CCCC3)cc2)c1[N+](=O)[O-] (centres undefined)
→ 3 | -1 | 2 | 0 | -9 | -9 | -26 | -4 | -17
- O=C(CC12CC3CC(C1)CC(CC(=O)NC1=NCCS1)(C3)C2)NC1=NCCS1
→ 2 | 1 | 1 | -1 | -14 | -2 | -11[20 µM] | -11 | -49
- Cn1nnnc1SCC(=O)Nc1ccccc1N1CCCCC1
→ 8 | -4 | 2 | -4 | 140* | -7 | -4[20 µM] | -5 | -19
- Cc1nc(NNC(=O)c2ccccc2)cc(-c2ccccc2)n1
→ -3 | 2 | -1 | 4 | -12 | 3 | -25[20 µM] | -1 | -26
- Cc1ccc(-n2c(C)cc(C)c(C#N)c2=O)cc1Cl
→ -14 | -1 | -1 | -3 | -7 | -3 | -1[20 µM] | 1 | 0
- CC(C)(C)NCc1cc(Br)ccc1OC1CCCC1
→ 9 | 0 | 4 | 4 | 11 | -4 | -17 | 9 | 10
- CCOc1cc(NC(=S)NC)c(OCC)cc1NC(=O)c1cccs1
→ -7 | 1 | -1 | 0 | -10 | -8 | -23 | -1 | -3
- C/C(CC(=O)Nc1ccccc1Br)=N\NC(=O)C(=O)N1CCCC1
→ 8 | -1 | -4 | -4 | -13 | -11 | -11[20 µM] | -18 | -29

The list continues.
Second line of a record – Tb hexokinase | Runt-CBFb FRET | Runt-SMMHC FRET | p97 inhibitor | EBV gp42 inh | RBBP9 inhibitor | Furin inhibitor | NCF1 inh | m-calpain inh
- COc1cc(/C=C\C(=O)NCc2ccc3c(c2)cc(C)n3C)cc(OC)c1OC
→ -10 | -2 | -3 | 2 | 4 | -5 | -10 | -19 | -22
- CC(C)[C@@H]1NC(=O)c2cc([N+](=O)[O-])cc(I)c2OCC[C@@H](C(N)=O)NC(=O)[C@H](CCC(=O)O)NC1=O
→ -10 | 2 | -2 | 10 | -6 | -10 | -18 | -2 | -9
- Cc1c(NC=C(C#N)C#N)c(=O)n(-c2ccccc2)n1C
→ -4 | 1 | -8 | 13 | -6 | -4 | -18 | 1 | 23
- Cc1ccc(F)cc1NC(=O)C1CCN(c2cnccn2)CC1
→ -2 | -1 | 1 | 4 | -9 | -9 | -7 | -6 | -68
- CC1CC(Nc2ccccc2)=NC1(C)C (centres undefined)
→ 0 | -1 | -4 | 4 | -13 | -8 | -25 | -1 | -6
- C=CCOc1cccc(C2C(C(=O)c3ccc(C)o3)=C(O)C(=O)N2c2nccs2)c1 (centres undefined)
→ -6 | -1 | -17 | 7 | 179* | 0 | -19 | -29 | -112
- O=C(/C=C/c1ccc(-c2ccccc2)o1)c1ccccc1
→ 15 | 11 | 9 | 3 | -1 | -8 | -21 | 12 | -38
- Cc1ccc(C(=O)Nc2cccc(C(=O)N3CCN(C)CC3)c2)cc1
→ 2 | 1 | 0 | 2 | 8 | 0 | 1[20 µM] | -7 | 9
- COC(=O)c1ccc(/C=N/NC(=O)CC(=O)NC2CCCCC2)cc1
→ 2 | · | -2 | -3 | 10 | -11 | -14 | 0 | 6
- Cc1ccc(NC(=O)COC(=O)c2ccco2)cc1
→ -4 | 0 | -1 | 5 | -11 | -3 | -28 | 5 | -14

Next structures
Second line of a record – Tb hexokinase | Runt-CBFb FRET | Runt-SMMHC FRET | p97 inhibitor | EBV gp42 inh | RBBP9 inhibitor | Furin inhibitor | NCF1 inh | m-calpain inh
- S=C(NCCc1ccccc1)Nc1cccc2cnccc12
→ -2 | 8 | -4 | 3 | -11 | -3 | -15 | -1 | -6
- Nc1ccc(C(=O)OC2CCOC2=O)cc1[N+](=O)[O-] (centres undefined)
→ 1 | -2 | 2 | 2 | -15 | -5 | -29 | -10 | 32
- COc1cccc(C(=O)Nc2c[nH]c(=O)[nH]c2=O)c1
→ -8 | 2 | -2 | 5 | -12 | -2 | -18 | -13 | -4
- Cc1ccc(C(=O)NC(=S)Nc2ccc(N3CCOCC3)cc2)cc1
→ -3 | 4 | 6 | -4 | -1 | -5 | -17 | 0 | -1
- O=C(COC(=O)Cc1ccc(Cl)cc1)Nc1ccccc1F
→ -3 | 0 | 2 | -5 | -2 | -2 | -26 | -14 | -17
- Cc1nc(-c2ccccc2OC(F)(F)F)[nH]c(=O)c1Cl
→ 7 | 2 | 0 | -6 | -8 | -5 | -24 | -4 | 9
- CC1CCCC(NC(=O)c2ccc3c(SCC(=O)O)c4c(nc3c2)CCC4)C1C (centres undefined)
→ 7 | 1 | -4 | -1 | 1 | -6 | -15 | -5 | -13
- O=S(=O)(c1ccc(OCC(O)CN2CCC(Cc3ccccc3)CC2)cc1)N1CCOCC1 (centres undefined)
→ 1 | -1 | 5 | -4 | -3 | -8 | -19[20 µM] | -13 | 11
- Cc1ccc(-n2c(Cc3cccn3C)nnc2SCC(=O)N2CCN(c3ccccc3)CC2)cc1
→ -10 | -2 | 0 | -8 | 0 | -7 | -15 | -12 | -41
